aGlu spleen mod: qHTS Assay for Inhibitors and Activators of Human alpha-Glucosidase From Spleen Homogenate; Potency, µM (doses to about 79.9 µM), inactives show at the highest dose activity change, negative = inhibition, usual class: inhibitors; Lysosomal alpha-glucosidase (Homo sapiens), P10253; AID 2112, 2009; human spleen homogenate, 4-MU-alpha-glucoside fluorescence; 0.006% of 240,000 active;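 note: 0% = enzyme with vehicle and -100% = no enzyme basal signal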
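Compounds were titrated against alpha-glucosidase in spleen homogenate at pH 5.0, with 1 mM 4-methylumbelliferyl substrate for 40 min at 37 C. Reactions were quenched with pH 10 NaOH/glycine and fluorescence measured.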
L3MBTL1 inh: qHTS Assay for the Inhibitors of L3MBTL1; Potency, µM (top dose mostly 57.1 µM), without a hit: at the top dose activity, negative = inhibition, most hits filed as inhibitors; 0.66% of 230,000 active; AlphaScreen L3MBTL1–H3K9me1 peptide binding; Lethal(3)malignant brain tumor-like protein 1 (Homo sapiens), Q9Y468; note: nearly all actives have a fitted effect of over 60% in size
Target sequence (Q9Y468 whole entry, looked up): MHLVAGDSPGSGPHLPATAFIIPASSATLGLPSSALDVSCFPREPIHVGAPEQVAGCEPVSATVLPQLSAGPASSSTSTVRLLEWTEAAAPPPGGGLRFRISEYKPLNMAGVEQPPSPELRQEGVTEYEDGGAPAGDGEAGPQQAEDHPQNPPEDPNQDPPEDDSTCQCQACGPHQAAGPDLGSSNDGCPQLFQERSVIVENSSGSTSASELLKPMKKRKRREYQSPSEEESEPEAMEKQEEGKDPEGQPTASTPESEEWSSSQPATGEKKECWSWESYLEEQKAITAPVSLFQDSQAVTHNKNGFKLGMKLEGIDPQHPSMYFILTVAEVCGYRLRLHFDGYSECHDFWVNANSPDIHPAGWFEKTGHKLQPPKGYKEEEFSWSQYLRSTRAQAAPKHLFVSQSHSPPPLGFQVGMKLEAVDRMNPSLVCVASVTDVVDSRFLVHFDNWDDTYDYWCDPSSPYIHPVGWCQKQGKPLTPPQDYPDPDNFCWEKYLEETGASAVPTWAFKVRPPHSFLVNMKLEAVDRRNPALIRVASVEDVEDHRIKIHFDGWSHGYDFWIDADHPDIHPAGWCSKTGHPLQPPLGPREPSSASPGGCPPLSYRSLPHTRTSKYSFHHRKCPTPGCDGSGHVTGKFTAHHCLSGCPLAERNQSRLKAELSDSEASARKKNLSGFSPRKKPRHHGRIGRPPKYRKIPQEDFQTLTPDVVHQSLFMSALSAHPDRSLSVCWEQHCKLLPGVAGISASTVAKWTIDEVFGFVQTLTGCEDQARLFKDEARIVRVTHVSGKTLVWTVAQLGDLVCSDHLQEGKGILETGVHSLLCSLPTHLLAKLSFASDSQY
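AlphaScreen assay: L3MBTL1 (50 nM final) was preincubated 30 min at room temperature with biotinylated H3(1-15)K9me1 peptide (75 nM final), then 30 min with library compounds; streptavidin donor and nickel chelate acceptor beads (10 ug/mL final) added, 30 min dark.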
RECQ1 inh: qHTS Assay for Inhibitors of RecQ-Like Dna Helicase 1 (RECQ1). RECQ1 DNA unwinding, red fluorescence kinetic read. Potency, µM (series often up to 57.3 µM), for the others: at the top dose activity, negative = inhibition, hits mostly inhibitors. AID 2549, 2010. 0.54% of 240,000 active. ATP-dependent DNA helicase Q1 (Homo sapiens), P46063;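 note: plate controls were vehicle for no effect and no enzyme for full effect; nearly all actives have a fitted effect of over 30% in size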
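RECQ1T1 50 nM; forked duplex (20 bp + 30-nt ss tails) 200 nM, ATP 2 mM final; pH 8.0, 2 mM MgCl2, 2.5 ug/ml poly(dI-dC); 15 min compound preincubation; discontinuous kinetic read over 2 h at RT.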
GoLoco inh red: qHTS Assay for Inhibitors of RGS12 GoLoco Motif Activity (Red Fluorophore); Gai1:RGS12 GoLoco peptide FP, rhodamine, 10 min; Potency, µM (series often up to 61.6 µM), for the others: at the top dose activity, negative = inhibition, most hits filed as inhibitors; 0.44% of 230,000 active; AID 880, 2007; active = well fitted inhibition curve with a large enough effect, not every such curve was filed as active; inactive = no such curve, though single readings can be large or run the other way; note: nearly all actives have a fitted effect of over 30% in size; many of its hits are not listed in these tables
GAA inhib: qHTS Assay for Inhibitors of Human alpha-Glucosidase as a Potential Chaperone Treatment of Pompe Disease | purified human GAA, 4-MU-alpha-glucoside fluorescence | 0.005% of 200,000 active | Potency, µM (doses to about 76.9 µM), for inactives: top-dose activity change, negative = inhibition, most hits filed as inhibitors | Lysosomal alpha-glucosidase (Homo sapiens), P10253 | AID 1466, 2008;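 note: plate controls were uninhibited enzyme wells for no effect and no-enzyme background for full effect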
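Read-out is 4-methylumbelliferone fluorescence (Ex 365/Em 440 nm) after NaOH/glycine stop at pH 10. Enzyme 4 nM, substrate 400 uM, pH 5.0 citrate buffer, 20 min room temperature; AC50 from Hill-equation concentration-response.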
TexasRed fluor: Total Fluorescence Counterscreen for Inhibitors of the Interaction of Thyroid Hormone Receptor and Steroid Receptor Coregulator 2. TRb/SRC2 Texas Red total fluorescence interference. Potency, µM (series often up to 106 µM), for inactives: top-dose fluorescence change, negative = quenching. 0.29% of 280,000 active; active = well fitted curve in either direction with a large enough effect; inconclusive = small, poorly fitted or top-dose-only effect
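Human TRb ligand-binding domain at 0.6 uM with 20 nM Texas Red SRC2 peptide in Tris buffer containing 1 uM T3 and 5% DMSO, incubated with compound 5 h at ambient temperature. Total fluorescence (555/632 nm) calculated as parallel + 2 × perpendicular.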
TRb-SRC2 inh: qHTS for Inhibitors of the Interaction of Thyroid Hormone Receptor and Steroid Receptor Coregulator 2. TRbeta-SRC2 peptide binding, fluorescence polarization; receptor liganded with 1 µM T3. Potency, µM (titrated, usually from 106 µM), for inactives: top-dose activity change, negative = inhibition, hits mostly inhibitors. 0.065% of 280,000 active;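 note: plate controls were bound peptide for no effect and peptide without receptor for full effect; nearly all actives have a fitted effect of over 50% in size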
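Fluorescence polarization of 20 nM Texas Red SRC2 peptide with 0.6 uM human TRb ligand-binding domain, in Tris buffer with 1uM T3 and 5% DMSO. Incubated 5 hr ambient; normalized to unbound and bound controls.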
GAA glycogen: qHTS Assay for Inhibitors and Activators of Human alpha-Glucosidase Cleavage of Glycogen. Lysosomal alpha-glucosidase (Homo sapiens), P10253. Potency, µM (titrated, usually from 76.4 µM), inactives show top-dose activity change, negative = inhibition, hits mostly inhibitors. recombinant GAA, glycogen substrate, Amplex Red glucose oxidase fluorescence. 0.38% of 300,000 active;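 note: 0% = full enzyme reaction and -100% = no-enzyme basal signal; the screen sought inhibitors and activators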
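qHTS, 1536-well; enzyme 4 nM final; cpd up to 77 uM; substrate bovine liver glycogen 30 ug; 50 mM citrate/phosphate pH 5.0, 0.01% Tween-20; 37 C, 40 min; Amplex Red detection 45 min RT; Hill fit → AC50.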
* = called active by the depositor; i = inactive; ? = inconclusive; . = not tested or not shown; & = joins results of further samples; [ ] = another dose, or the depositor's remark. Unless noted, calls come from the whole dose curve; as a rule, active = well fitted curve in the direction sought with a large enough effect; inconclusive = small, poorly fitted or top-dose-only effect, or another doubt; inactive = no such curve, though single readings can be large; an effect the other way counts as inactive or inconclusive. Unless noted, % is set by controls: 0 for no effect and ±100 for the full control effect; potency is the fitted concentration of half-maximal effect. Not all compounds are listed; count on the stated rates, not on these rows.

SMILES | aGlu spleen mod | L3MBTL1 inh | RECQ1 inh | GoLoco inh red | GAA inhib | TexasRed fluor | TRb-SRC2 inh | GAA glycogen
O=C(CN1C(=O)c2ccccc2S1(=O)=O)N1CCN(c2ccc(F)cc2)CC1 | 2% | . | i | -2% | -4% | 3% | 9% | -4%
CCCCCCCCCCCC1=C(O)C(=O)C=C(O)C1=O | 5%&5%&6% | . | -12%&-11%&-8% | 10%&-10%&5% | . | -4%&-1%&-3% | -8%&0%&-6% | .
COCCN(C(=S)Nc1c(C)cc(C)cc1C)C(C)c1cccs1 (stereo unspecified) | -10% | . | -6% | 3% | -4% | 0% | 3% | -16%
CCOC(=O)COc1ccc2nsnc2c1 | -6% | -1% | 3% | 4% | ? | 2% | 1% | -5%
COc1cc(OC)cc(C(=O)OCCNC(=O)Cn2cnc3c2c(=O)n(C)c(=O)n3C)c1 | 1% | 11% | -1% | 8% | 9% | -4% | 2% | 10%
COc1ccc2c(c1OC)C(=O)c1ccccc1C2=O | -1% | . | -14% | 2% | 1% | 1% | 5% | 10%
COc1cc([N+](=O)[O-])ccc1NC(=O)C[n+]1ccccc1C | -7% | -8% | 0% | 6% | -1% | -1% | 10% | -2%
COc1ccccc1C(=O)NNC(=O)c1ccccc1[N+](=O)[O-] | 5% | 13% | 4% | 5% | 2% | -1% | 3% | 0%
Nc1c(-c2ccc(Cl)cc2)cnn1-c1cc(C(F)(F)F)cc(C(F)(F)F)c1 | 0% | . | -18% | -2% | . | -1% | 1% | -3%
COc1cc(-c2nnc(SCC(=O)c3cc(C)n(CC4CCCO4)c3C)o2)cc(OC)c1OC (stereo unspecified) | -9% | -13%[11.4 µM] | -8% | 23% | -13% | ? | 8% | -3%
Cc1nn(C(=O)C2CC2)c(C)c1Sc1ccc(Cl)cc1 | 4% | 6% | 8% | 4% | -12% | -10% | 2% | 2%
NCCCC[C@H]1CNC(=O)C(=O)N1CCc1cccc(F)c1 | -2% | . | i | -8% | . | -2% | -7% | 5%
Cc1ccc(S(=O)(=O)NCCOc2nc(N(C)C)nc(N(C)C)n2)cc1 | 0% | -13% | 5% | -1% | 2%[15.4 µM] | -2% | -5% | 10%
CC(C)OC(=O)c1cc(NC(=O)c2nn(C)cc2Br)cc(C(=O)OC(C)C)c1 | -6% | 9% | -14% | 5% | -14% | -5% | 2% | 12%
CCCC1=Nc2cc(C(=O)NCCCOCC)ccc2Sc2ccccc21 | 0% | -5% | -3% | 4% | -4% | 1% | -2% | -5%
CCOC(=O)CSc1c(-c2ccccc2)c2cc(Cl)ccc2[nH]c1=O | 5% | -11% | -3% | 3% | -6% | 4% | 0% | 6%
CS/C(=N\S(=O)(=O)c1cccs1)Nc1ccc(Cl)cc1 | 6% | 7% | -2% | 11% | -2% | -19% | 1% | -11%
O=C(COc1ccc(Cl)cc1)NCc1nnc(SCC(=O)NCCc2ccccc2)o1 | -25% | -2% | -2% | 14% | ? | -3% | 3% | 0%
CC(O)Cc1cn(CC(=O)N2CCNCC2)nn1 (stereo unspecified) | 4% | . | -4% | 3% | . | -1% | -9% | 0%
C=C(C)C(C)(C#CCN1CCCC1)OC(C)=O (stereo unspecified) | 0% | 0% | 0% | -3% | ? | 0% | -11% | 8%
CCc1nnc(NC(=O)c2ccc(NC(=O)C(C)C)cc2)s1 | -1% | -14% | i | 13% | -5% | 1% | -2% | -3%
S=C1NCN(CCc2ccccc2)CN1Cc1ccccc1 | 16% | -29% | -1% | -29% | -11% | 3% | 0% | -2%
CCCCC1=CC2=C(c3ccco3)C(=O)C(C)(OC(=O)c3ccc(OC)cc3)C(=O)C2=CN1C(CO)CO (stereo unspecified) | -1%[17.4 µM] | . | 8%[11.5 µM] | -2%[14.2 µM] | . | -2%[11.2 µM] | -3%[11.2 µM] | -10%
CCOC(=O)C1=C(CNCCOc2ccc(OC)cc2)NC(=O)NC1c1ccc2c(c1)OCO2 (stereo unspecified) | . | ? | -11% | 21% | -3% | -1% | 9% | -7%
N#CCSc1nc2ccccc2c(=O)n1CCC(=O)NC1CCCCC1 | -5% | 0% | -1% | 12% | 2% | -4% | -7% | 3%
Cc1cc(C(=O)CSc2ccc(F)cc2)cc(C)c1OC(=S)N(C)C | 6% | . | ? | -18% | -6% | 1% | -23% | -12%
O=C(NCc1cccnc1)c1ccc(S(=O)(=O)N2CCCCCC2)cc1 | 0% | 7% | i | -4% | -16% | 1% | 5% | -4%
O=C1NC(=O)/C(=C/c2ccccc2OCc2ccccc2)S1 | -2% | -4% | -5% | 13% | -2% | -2% | 12% | 9%
Cc1c(Br)cc(C(=O)N2CCN(CCO)CC2)c(C)c1C | 1% | . | 2% | -2% | -4% | -7% | -6% | -1%
COc1ccc(N(CC(=O)N/N=C/c2cccc3c2OCCO3)S(=O)(=O)c2ccc(NC(C)=O)cc2)cc1 | -9% | -4% | i | 11% | -1% | 2%[53 µM] | -12%[53 µM] | 3%
Cn1cnnc1Sc1ccc(/C=C(\CC(=O)O)c2nc3ccccc3s2)cc1[N+](=O)[O-] | 0% | 1% | -5% | 8% | -4%[15.4 µM] | 1% | 7% | 5%
CC(C)(C)SCCNC(=O)COc1ccccc1 | -12% | -3% | -10% | -4% | -6% | 1% | -27% | 7%
CCOc1ccc(NC(=O)Nc2cc(C)ccc2OC)cc1 | -10% | 1% | -2% | 0% | -2% | 1% | -2% | -3%
O=C(NCc1ccccn1)C1CCC(=O)N1C1CCCCC1 (stereo unspecified) | -3% | . | -6% | 6% | -4% | -2% | 1% | 1%
Cc1ccc(C(C(=O)NC2CCCCC2)N(Cc2cccnc2)C(=O)C2COc3ccccc3O2)o1 (stereo unspecified) | -9% | -4% | -7% | 76%[activator] | -4% | -2% | -7% | 2%
COC(=O)C1=C(N)Oc2cc(C)[nH]c(=O)c2C1c1cc(OC)c(OC)c(OC)c1 (stereo unspecified) | -20% | 0% | -13% | 8% | -7% | -1% | -6% | 4%
COCCN1CCn2c(nc3cc(NC(=O)NC4CCCCC4)ccc32)C1 | -2% | . | 15% | 14% | 12% | -2% | -10% | 11%
CCn1c(/C=N/c2nc3ccccc3n2C)nc2ccccc21 | -7% | -3% | -11% | -8% | -1% | 1% | 10% | 7%
CN(C)S(=O)(=O)c1cccc(NC(=O)c2cc(-c3cccs3)nn2-c2cccc(Cl)c2)c1 | -6% | -11% | -7% | 2% | -3% | 1% | -3% | -1%
CCN(C1CCS(=O)(=O)C1)S(=O)(=O)c1cccs1 (stereo unspecified) | -2% | 4% | -15% | 11% | 1% | -2% | 0% | 0%
Cc1ccc(S(=O)(=O)N2CCC(=O)N(C(COCc3ccc(Cl)cc3Cl)Cc3ccccc3)CC2)cc1 (stereo unspecified) | 2% | -3% | 0% | -7% | 5% | -1% | 8% | -4%
O=C(Cn1nnc2ccccc21)OCc1ccccc1 | -7% | . | -3% | 0% | -8% | -3% | 1% | 6%
CC(/C=C/c1ccccc1)=N\NC(=O)c1cc(C)nc2ccccc12 | -4% | -7% | -5% | 13% | 0%[15.4 µM] | -2% | -2% | -1%
CCOC(=O)CN1CC23C=CC(O2)C(C(=O)Nc2ccc(OCC)cc2)C3C1=O (stereo unspecified) | 2% | 7% | -2% | 4% | -4% | -1% | 5% | 3%
S=c1[nH]nc(Cc2ccc(Br)cc2)n1/N=C/c1ccc(Cl)cc1 | 9% | -8%[11.4 µM] | -12% | -8% | -5% | -3% | -1% | ?
COc1ccc(NC(=O)C2CCCCN2N)cc1OC (stereo unspecified) | 1% | -4% | -6% | -17% | -5% | 3% | -4% | 7%
Cc1ccc(S(=O)(=O)NC(=O)c2cc(C)n(C3CC3)c2C)cc1 | 2% | -9% | -6% | 4% | -1% | 1% | 2% | 21%
O=C1OC(OC2CCCCC2)(c2ccccc2)c2ccccc21 (stereo unspecified) | -1% | 22% | ? | 9% | 0% | -1% | -4% | -9%
COc1ccc(OC)c(/C=C/C(=O)OCC(=O)c2c(N)n(C)c(=O)n(C)c2=O)c1 | 2% | 2% | -7% | 15% | ? | 2% | 3% | -3%
CC(OC(=O)C1=COCCO1)C(=O)Nc1cccc(S(=O)(=O)N2CCOCC2)c1 (stereo unspecified) | 1% | 7% | -3% | -3% | . | 0% | -3% | -2%
CCCCCC(=O)N1CC2(CC(c3cccc(NC(=O)CC)c3)=NO2)C[C@H]1C(N)=O (stereo partly specified) | -5% | . | i | 4% | . | -3% | 2% | 2%
Cc1cc(-c2ccccc2)c2c(n1)sc1c(O)cc(=O)[nH]c12 | 5% | . | -5% | 4% | . | -8% | -6% | 4%

3 entries from above in another layout.
SMILES: Cc1cc(-c2ccccc2)c2c(n1)sc1c(O)cc(=O)[nH]c12
  aGlu spleen mod = 5%
  L3MBTL1 inh = .
  RECQ1 inh = -5%
  GoLoco inh red = 4%
  GAA inhib = .
  TexasRed fluor = -8%
  TRb-SRC2 inh = -6%
  GAA glycogen = 4%
SMILES: COc1ccc(OC)c(/C=C/C(=O)OCC(=O)c2c(N)n(C)c(=O)n(C)c2=O)c1
  aGlu spleen mod = 2%
  L3MBTL1 inh = 2%
  RECQ1 inh = -7%
  GoLoco inh red = 15%
  GAA inhib = ?
  TexasRed fluor = 2%
  TRb-SRC2 inh = 3%
  GAA glycogen = -3%
SMILES: Cc1ccc(S(=O)(=O)NC(=O)c2cc(C)n(C3CC3)c2C)cc1
  aGlu spleen mod = 2%
  L3MBTL1 inh = -9%
  RECQ1 inh = -6%
  GoLoco inh red = 4%
  GAA inhib = -1%
  TexasRed fluor = 1%
  TRb-SRC2 inh = 2%
  GAA glycogen = 21%
